Screening results as filed in PubChem BioAssay.
Tb PFK block: qHTS Assay to Find Inhibitors of T. brucei phosphofructokinase. ATP-dependent 6-phosphofructokinase (Trypanosoma brucei brucei), O15648. T. brucei PFK, ADP-Glo luminescence. Potency, µM (series often up to 57.5 µM), for the others: at the top dose activity, negative = inhibition, hits mostly inhibitors. actives 0.17% (n = 330,000);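 note: potency is the fitted concentration of half-maximal effect; 0% = uninhibited 1x PFK enzyme wells and -100% = no-enzyme wells; nearly all actives have a fitted effect of over 60% in size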
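Activity is normalized to no-enzyme wells (full inhibition) and 1.25 nM enzyme wells (no inhibition). Reaction: 0.5 mM F6P, 0.1 mM ATP, 45 min RT, ADP-Glo luminescence; concentration-response curves fitted and classed by quality.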
Eya2 phos inh: qHTS Assay for Inhibitors of the Phosphatase Activity of Eya2; Protein phosphatase EYA2 (Homo sapiens), O00167; Potency, µM (titrated, usually from 76.9 µM), inactives show at the highest dose activity, negative = inhibition, hits mostly inhibitors; recombinant Eya2, OMFP fluorescence dephosphorylation (OMFP is methylfluorescein phosphate); actives 0.006% (n = 330,000); note: potency is the fitted concentration of half-maximal effect; % is set by controls: 0 for no effect and ±100 for the full control effect
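Eya2 (0.2 uM) preincubated 10 min at ambient with compound, then OMFP substrate added at 50 uM; 10 min reaction in 50 mM HEPES pH 7.5, 50 mM NaCl, 5 uM MgCl2, 0.05% BSA, 1 mM DTT. Fluorescence read at Ex 485/Em 525 nm.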
ASM inhibitor: Inhibitors of Secretory Acid Sphingomyelinase (S-ASM): qHTS; Sphingomyelin phosphodiesterase (Homo sapiens), P17405; placental ASM, HMU-PC fluorogenic substrate, 60 min; Potency, µM (titrated, usually from 57.5 µM), for the others: at the highest dose activity change, negative = inhibition, hits mostly inhibitors; actives 0.006% (n = 340,000); AID 504937, 2011; note: potency is the fitted concentration of half-maximal effect
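Human placenta-derived ASM enzyme was preincubated with compound for 10 minutes at room temperature, then given fluorogenic substrate HMU-PC0 (9 uM final) for 60 minutes at 37 °C; a pH 10 stop preceded fluorescence reading at Ex 386/Em 447 nm.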
TSG101-PTAP inh: qHTS Assay for Iinhibitors of HIV-1 Budding by Blocking the Interaction of PTAP/TSG101. 340,000 tested, under 10 active. Fluorescence polarization, FITC-PTAP peptide / Tsg101 binding. AID 493005, 2010. Potency, µM (highest dose often 115 µM), without a hit: top-dose activity change, negative = inhibition, usual class: inhibitors; active = well fitted inhibition curve with a large enough effect in the main read-out, with a control signal flat, not every such curve was filed as active; inconclusive = small, poorly fitted or top-dose-only effect, or effect the other way, or a change in a side signal; inactive = no such curve, though single readings can be large or run the other way; note: potency is the fitted concentration of half-maximal effect; % of control where 0% means no effect
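Steps: Tsg101 binding domain dispensed (10 uM final), compounds pinned in DMSO, FITC-labeled PTAP-motif peptide added (50 nM final); after 20 min binding at room temperature, polarization measured.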
ELG1 DNA repair: qHTS screen for small molecules that inhibit ELG1-dependent DNA repair in human embryonic kidney (HEK293T) cells expressing luciferase-tagged ELG1 | HEK293T ELG1-luciferase reporter, luminescence, 16 h; DNA damage induced by 5-fluorouridine | Potency, µM (series often up to 46.1 µM), for the others: at the highest dose activity change, negative = inhibition, most hits filed as inhibitors | actives 2.3% (n = 330,000) | AID 504467, 2011; note: potency is the fitted concentration of half-maximal effect; % is set by controls: 0 for no effect and ±100 for the full control effect; nearly all actives have a fitted effect of over 55% in size
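5-Fluorouridine DNA damage + compound/DMSO, 2,000 cells/well, 16 h, 37 °C/5% CO2. ONE-Glo, 30 min RT, luminescence. Readout = decrease in reporter signal.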
Integrin act MD: qHTS for Activators of Integrin-Mediated Alleviation for Muscular Dystrophy | alpha7betagal myoblasts, beta-gal FDG fluorescence, 48 h | actives 0.064% (n = 350,000) | AID 624291, 2012 | Potency, µM (highest dose often 38.3 µM), for inactives: top-dose activation, usual class: activators;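 note: potency is the fitted concentration of half-maximal effect; 100% = response of the positive control SU9516; nearly all actives have a fitted effect of over 60% in size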
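alpha7betagal+/- myoblasts (passage 13, 250/well) treated 48 h at 37C with compounds at 1:260 dilution of DMSO stock. Lysed, then beta-galactosidase activity read as FDG fluorescence (ex 480/em 540) after 30 min, with pre-read for autofluorescence.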
Mito fusion yeast: qHTS Assay for Small Molecule Inhibitors of Mitochondrial Division or Activators of Mitochondrial Fusion | S. cerevisiae fusion-defective mutant growth rescue, CellTiterGlo 48 h | Potency, µM (series often up to 46.1 µM), for inactives: at the top dose growth rescue (activation), hits mostly activators | actives 0.23% (n = 320,000);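 note: potency is the fitted concentration of half-maximal effect; % of control where 0% means no effect; nearly all actives have a fitted effect of over 45% in size; temperature-sensitive fusion mutants such as fzo1-1 at 37 °C on non-fermentable ethanol glycerol medium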
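Temperature-sensitive fusion-defective S. cerevisiae (e.g. fzo1-1, mgm1-5) were grown with compound in YPEG medium (3% ethanol, 3% glycerol) for 48 hours at 37C. Growth rescue was measured as viability by CellTiterGlo luminescence after 10 minutes at ambient.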
TCR act: Activators of T cell receptors: qHTS campaign | 330,000 tested, under 10 active | Potency, µM (highest dose often 9.22 µM), for inactives: at the top dose activation of IL-2 secretion, usual class: activators | AID 504894, 2011 | primary human leukocytes, anti-CD3, IL-2 HTRF, 48 h; note: % of control where 0% means no effect
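TCR engagement came from a-CD3 beads alone, with compounds added to primary human leukocytes for 48 hr. Secreted IL-2 bridged europium cryptate- and d2-labelled anti-IL-2 antibodies, giving FRET emission at 665nm after 320nm excitation.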
Chronic BCR inh: qHTS Assay to Find Inhibitors of Chronic Active B-Cell Receptor Signaling; actives 0.05% (n = 340,000); AID 493014, 2011; ABC-DLBCL IkBa-CBG/CBR reporter, luminescence ratio, 4 h; Potency, µM (titrated, usually from 46.1 µM), without a hit: top-dose ratio change, negative = lower green/red ratio, usual class: inhibitors; active = well fitted inhibition curve with a large enough effect in the signal ratio, with a control signal flat, not every such curve was filed as active; inconclusive = small, poorly fitted or top-dose-only effect, or effect the other way, or a change in a side signal; the % refers to the signal ratio;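 note: potency is the fitted concentration of half-maximal effect; plate controls were basal doxycycline-induced cells for no effect and cells given 10 µM MG132 for full effect; MG132 reads +100%, hits lower the ratio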
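TMD8 human ABC-DLBCL cells with doxycycline-inducible IκBα–green luciferase fusion and unfused red luciferase, in 0.5% FBS medium; compounds up to 46 uM, 4 h at 37C. Green/red luminescence ratio, filter-overlap corrected, fitted to concentration-response curves.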
A-T KAP1 phos: qHTS Assay for Identifying a Potential Treatment of Ataxia-Telangiectasia. […] A-T fibroblasts, KAP-1 phosphorylation AlphaLISA; neocarzinostatin DNA damage 30 min before lysis. Potency, µM (top dose mostly 57.5 µM), inactives show top-dose activation, actives largely listed as activators. actives 0.19% (n = 320,000). AID 485349, 2010; note: potency is the fitted concentration of half-maximal effect; % of control where 0% means no effect; nearly all actives have a fitted effect of over 45% in size
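hTERT-immortalized A-T patient fibroblasts ([…]), 500 cells/well in OPTI-MEM, 1% FBS, got compounds for 60 min, then NCS for 30 min at 37C. Lysates were then assayed for phospho-KAP-1 by AlphaLISA (anti-pKAP1 donor, anti-KAP1 acceptor beads), 6 hr at 25C.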
TSHR antagonist: Antagonists of the Thyroid Stimulating Hormone Receptor: HTS campaign; Thyrotropin receptor (Homo sapiens), P16473; TSHR-expressing cells, TSH-stimulated cAMP HTRF, 2 h; stronger effect = lower value; activity change, negative = inhibition, % at 11.5 µM; actives 0.2% (n = 330,000); AID 504810, 2011;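 active = activity change below a set negative limit, meaning inhibition stronger than a set level, cut at about -70% in these data; inconclusive = activity change between two set negative limits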; note: % is set by controls: 0 for no effect and ±100 for the full control effect
Target sequence (P16473 whole entry, looked up): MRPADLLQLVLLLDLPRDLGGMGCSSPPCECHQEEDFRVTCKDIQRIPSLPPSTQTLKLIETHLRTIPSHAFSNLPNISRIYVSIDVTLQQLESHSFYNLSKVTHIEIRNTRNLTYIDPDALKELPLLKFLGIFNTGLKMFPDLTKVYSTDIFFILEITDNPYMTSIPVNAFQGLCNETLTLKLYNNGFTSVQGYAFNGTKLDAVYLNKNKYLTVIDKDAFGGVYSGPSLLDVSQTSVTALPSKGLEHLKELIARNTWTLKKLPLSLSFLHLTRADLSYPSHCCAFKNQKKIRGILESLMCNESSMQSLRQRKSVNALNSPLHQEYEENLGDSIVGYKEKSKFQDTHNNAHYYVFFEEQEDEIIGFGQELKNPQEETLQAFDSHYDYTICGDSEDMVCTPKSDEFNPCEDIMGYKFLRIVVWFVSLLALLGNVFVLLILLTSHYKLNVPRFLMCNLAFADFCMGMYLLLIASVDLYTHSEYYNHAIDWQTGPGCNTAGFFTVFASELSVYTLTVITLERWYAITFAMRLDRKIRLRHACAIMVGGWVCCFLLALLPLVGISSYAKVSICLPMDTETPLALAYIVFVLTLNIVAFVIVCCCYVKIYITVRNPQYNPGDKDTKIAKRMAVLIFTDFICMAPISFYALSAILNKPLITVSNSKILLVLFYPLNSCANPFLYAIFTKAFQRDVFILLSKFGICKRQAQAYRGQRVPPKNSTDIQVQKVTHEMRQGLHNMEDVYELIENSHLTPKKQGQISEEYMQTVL
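Freshly harvested TSHR cells receive pin-tooled compound, then EC80 TSH at 4nM final. After 2 hours at 37 deg C, antibody in lysis buffer and cAMP-d2 are added; 30 minutes at ambient temperature precede the HTRF read.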
Active calls of the source: *; ? = inconclusive; / = not tested or not shown; [ ] = another dose, or the depositor's remark. Unless noted, calls come from the whole dose curve; as a rule, active = well fitted curve in the direction sought with a large enough effect; inconclusive = small, poorly fitted or top-dose-only effect, or another doubt; inactive = no such curve, though single readings can be large; an effect the other way counts as inactive or inconclusive.

SMILES | Tb PFK block | Eya2 phos inh | ASM inhibitor | TSG101-PTAP inh | ELG1 DNA repair | Integrin act MD | Mito fusion yeast | TCR act | Chronic BCR inh | A-T KAP1 phos | TSHR antagonist
CC(C)(C)c1nc[nH]c(=O)c1Br | -1% | 2% | -3% | 0% | 0% | 12% | -2% | -5%[46.1 µM] | 0% | 3% | 21
COc1ccc(-c2nnco2)cc1OC | 1% | -4% | 0% | -5% | 0% | -17% | -2% | 12% | 1% | / | -12
COc1cccc(C(=O)O/N=C/c2ccc(Sc3ccc(C)cc3)nc2)c1 | 0% | 11% | 4% | -5% | ? | 11% | -2% | -17% | ? | 1% | -12
Cc1nc2ccc(NS(=O)(=O)c3c(C)c(C)cc(C)c3C)cc2s1 | / | / | -11% | 2% | / | -29% | 23% | -3% | / | / | /
CCOc1cccc(/C=C/c2ccc3ccccc3n2)c1OC(C)=O | -5% | -10% | 27% | -5% | ? | 8% | 0% | 5% | ? | -1% | 35
Cc1ccc(NC(=S)NC(=O)/C=C/c2ccc(Cl)cc2)cc1 | 5% | -2% | -1% | -3% | ? | -10% | -4% | -3%[46.1 µM] | -14% | -5% | -6
COC(=O)c1ccccc1NC(=O)N1CCN(S(=O)(=O)c2ccc(Cl)cc2)CC1 | 3% | 9% | 0% | -3% | -18% | 4% | 5% | 1% | 2% | 3% | -2
O=[N+]([O-])c1ccc(Sc2cccc3cccnc23)c2cccnc12 | 3% | -2% | -6% | -1% | ? | -61%[inhibitor] | 4% | 1% | 3% | 4% | -7
COn1c(-c2ccc(C)cc2)nc2ncccc21 | -2% | 6% | 8% | -4% | ? | 10% | 10% | 2% | 3% | -3% | -1
CC1CCCCC1n1c(=S)[nH]c2ccccc2c1=O (configuration not stated) | 9% | -7% | -5% | -2% | 11% | -40%[inhibitor] | 5% | -239% | ? | 4% | -19
Cc1cc(C)cc(Nc2c3c(nc4ncnn24)CCC3)c1 | -1% | -7% | 1% | -4% | -4% | 9% | 7% | 6% | -12% | -1%[11.5 µM] | 10
CCOc1ccc(S(=O)(=O)NCc2ccc3c(c2)OCO3)cc1C(=O)O | 2% | 10% | 6% | -5% | -2% | 2% | -2% | -6% | 5% | 5% | -4
COc1ccc(S(=O)(=O)n2ccc(C(C)Oc3ccc(-c4ccccc4)c(F)c3)n2)cc1 (configuration not stated) | -9% | 2% | -1% | -3% | ? | -35% | -2% | 3% | ? | 2% | -21
COC(=O)c1ccc(/C=C2\Oc3ccccc3NC2=O)cc1 | 0% | -10% | 455%[activator] | -1% | ? | -26% | -2% | -6% | ? | 5% | -7
COC(=O)c1ccc(C2/C(=C(/O)c3ccc4c(c3)CC(C)O4)C(=O)C(=O)N2CCN2CCOCC2)cc1 (configuration not stated) | 0% | -19% | -5% | 0% | 9% | 4% | 1% | -9% | -4% | 2% | 6
COc1ccc(OCCOC(=O)CNS(=O)(=O)c2ccc(SC)c([N+](=O)[O-])c2)cc1 | 2% | 26% | / | -12% | -2% | 24% | -8% | -2% | 2% | -1% | -9
Cc1nc(SCC(=O)NC(C)c2ccccc2)c2oc3ccccc3c2n1 (configuration not stated) | 0% | 1% | -1% | 1% | 0% | -13% | 9% | 2% | 14% | -6% | -1
Cc1ccc(OCC(=O)NC(=S)Nc2cccc(NC(=O)c3ccccc3Cl)c2)cc1 | 0% | -1% | -3% | 0% | 2% | -35% | -7% | 1%[46.1 µM] | ? | 2% | -4
CC(=O)c1ccc(NC(=O)CN2C(=O)NC3(CCc4ccccc43)C2=O)cc1 (configuration not stated) | -1% | 11% | -1% | -12% | 18% | 19% | / | 2% | 0% | 3% | /
COc1ccc(C2(O)C(=O)Nc3ccccc32)cc1 (configuration not stated) | 0% | -12% | 4% | 0% | -5% | 8% | 8% | 1% | 1% | -3% | -1
O=c1nc(-c2ccccc2)c2cc(Cl)ccc2[nH]1 | 0% | 2% | 230%[activator] | -7% | 5% | -6% | 2% | 4% | -1% | 9% | 9
O=C(O)CNS(=O)(=O)c1ccc(C2CCCCC2)cc1 | 0% | -2% | 3% | -5% | 2% | 5% | -24% | 4% | 1% | -4% | -5
O=C(NCc1ccc2c(c1)OCO2)c1cccc(C(=O)NCc2ccc3c(c2)OCO3)c1 | -1% | 5% | -8% | 3% | ? | -5% | 8% | 4% | -9% | -4% | -8
COc1ccc(N2CCN(C(=O)c3ccc4c(=O)n5c(nc4c3)CCCCC5)CC2)cc1 | -1% | 6% | 4% | 1% | -16% | 3% | 3% | 1% | 20% | -10% | 14
CCCNC(=O)Nc1ccccc1C(=O)Nc1ccc(OC)cc1 | -4% | -2% | 14% | -3% | 24% | -1% | -5% | -6% | -5% | -3% | -1
(continued)
SMILES | Tb PFK block | Eya2 phos inh | ASM inhibitor | TSG101-PTAP inh | ELG1 DNA repair | Integrin act MD | Mito fusion yeast | TCR act | Chronic BCR inh | A-T KAP1 phos | TSHR antagonist
COc1ccc2nc(NC(=O)CSc3nnc(C)s3)sc2c1 | 0% | -7% | 1% | -3% | ? | 20% | 2% | 0% | -17% | 0% | 10
Cn1c(Cc2ccccc2)nnc1SCC(=O)N1CCN(c2ccccc2)CC1 | -3% | 14% | 2% | -2% | ? | -6% | 2% | 0% | 0% | 1% | 10
Cn1cnnc1SCc1nnc(-c2ccccc2Br)o1 | 6% | -9% | 2% | -2% | 15% | -24% | -2% | 5% | 4% | -7% | 18
COC(=O)c1cc(S(=O)(=O)Nc2cccc(-c3cnco3)c2)oc1C | 1% | -8% | -2% | -1% | -11% | -4% | -1% | -1% | 2% | -18% | -3
O=C(Nc1ccc(-c2nc3ccccc3[nH]2)cc1)c1ccccc1NS(=O)(=O)c1ccc(F)cc1 | 0% | -11% | 91%[activator] | 1% | 2% | 24% | -5% | -1%[46.1 µM] | -1% | -1% | -27
Cc1nc(-c2ccc(S(=O)(=O)Nc3cc(F)ccc3F)cc2)co1 | 2% | 5% | -10% | -3% | 9% | 1% | -2% | -4% | 2% | -8% | 3
CSc1ccccc1NC(=O)CCc1ccccc1 | 2% | 9% | 3% | -3% | ? | 15% | -8% | -4% | ? | 0% | 2
COc1ccc(OC)c(C(=O)c2ccc(C(=O)c3cc(OC)ccc3OC)cc2)c1 | 5% | -3% | -1% | -5% | ? | -30% | 1% | / | 0% | -2% | -7
CCN(C(=O)CSc1nc(C)cc(=O)[nH]1)C1CCCCC1 | -3% | 7% | 1% | -2% | 25% | 4% | / | -9% | 2% | 17% | /
O=C(CSc1ccc(-c2cccnc2)nn1)Nc1ccc(F)c(F)c1 | -4% | -5% | -4% | -2% | 13µM* | -18% | -5% | -2% | -3% | 0% | -12
CC(C)Oc1cccc(C(=O)NC(=S)Nc2ccccc2N2CCOCC2)c1 | -1% | 5% | 8% | 0% | 0% | 13% | -9% | -2% | -9% | 5% | -7
CCc1cc2c(SCC(=O)Nc3ccc(Cl)cn3)ncnc2s1 | 4% | -2% | 2% | -3% | 8% | 4% | 0% | -1%[46.1 µM] | ? | 5% | 5
Nc1nonc1-n1nnc(C(=O)N/N=C/c2ccc3c(c2)OCO3)c1CSc1ccccc1 | 0% | 13% | 13% | -3% | -3% | -12% | -2% | 1% | -7% | 2% | 0
